Screening data: PubChem, several laboratories
Lung fibro prol: antiproliferative effect on LL 47 fibroblasts – human, LL 47 cells, CellTiter-Glo luminescence, primary screen. LL 47 human lung fibroblast viability, ATP luminescence; stronger effect = lower value. viability, % at 10 µM. 85,000 compounds, 1.1% hits;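 active = viability at or below 50% in the single dose screen; inactive = viability above 50%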;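 also: compound exposure lasted 72 h before the ATP readout; 100% = median luminescence of untreated cell-only wells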
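Signal: luminescent ATP detection, CellTiter-Glo; assay system: LL 47 human lung fibroblasts; input: 1,150 cells/well; incubation: overnight cell rest, 72 h compound treatment at 37 °C; measure: % viability versus median cells-only luminescence; medium: IMEM growth medium with 15% fetal bovine serum; dosing: compound addition at 0.1% DMSO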
HUVEC prolif 384: inhibitors of HUVEC proliferation, primary screen, cell-based, 384-well | CellTiter-Glo luminescence, 72 h; stronger effect = lower value | viability, % at 10 µM (by protocol) | 86,000 compounds, 1.1% hits;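 active = viability at or below 30%; inactive = viability above 30%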;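 also: 100% = median luminescence of DMSO-only cell control wells on each plate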
H69AR growth 86K: proliferation blockers of H69AR lung cancer cells, primary screen, cell-based, human, 86K library; H69AR lung tumor viability, ATP luminescence, 72 h; stronger effect = lower value; 85,000 compounds, 6% hits; viability, % at 10 µM;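 active = viability at or below 40%; inactive = viability above 40%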;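 also: multidrug resistant small cell line overexpressing MRP-1 efflux transporter; 100% = mean luminescence of untreated control wells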
ERa SRC1 inh: ERα–SRC-1 coactivator interaction inhibitors, primary screen, biochemical, TR-FRET, ERα LBD, estradiol-bound; Estrogen receptor (Homo sapiens), P03372; 86,000 compounds, 1.7% hits; TR-FRET ER-alpha LBD / SRC-1 peptide; inhibition, % at 25.6 µM; in the data active = inhibition above about 50%;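 also: 0% = receptor plus peptide control and 100% = peptide only without receptor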
CYP2C19 inh: blockers of cytochrome P450 2C19 activity – biochemical, luminescence, ADME assay, primary screen. CYP2C19 Supersomes, luciferin-H EGE luminescence, 30 min. 96,000 compounds, 21% hits. AID 778, 2007. inhibition, % at 5 µM;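 active = CYP2C19 inhibition above a set limit at 5 µM in the primary screen, cut at about 50% in these data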;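 also: plate controls were negative control wells for no effect and 2.5 mM tranylcypromine positive control for full effect; values of inactives mirror those of a sister screen read the other way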
Target sequence (P33261 whole entry, looked up): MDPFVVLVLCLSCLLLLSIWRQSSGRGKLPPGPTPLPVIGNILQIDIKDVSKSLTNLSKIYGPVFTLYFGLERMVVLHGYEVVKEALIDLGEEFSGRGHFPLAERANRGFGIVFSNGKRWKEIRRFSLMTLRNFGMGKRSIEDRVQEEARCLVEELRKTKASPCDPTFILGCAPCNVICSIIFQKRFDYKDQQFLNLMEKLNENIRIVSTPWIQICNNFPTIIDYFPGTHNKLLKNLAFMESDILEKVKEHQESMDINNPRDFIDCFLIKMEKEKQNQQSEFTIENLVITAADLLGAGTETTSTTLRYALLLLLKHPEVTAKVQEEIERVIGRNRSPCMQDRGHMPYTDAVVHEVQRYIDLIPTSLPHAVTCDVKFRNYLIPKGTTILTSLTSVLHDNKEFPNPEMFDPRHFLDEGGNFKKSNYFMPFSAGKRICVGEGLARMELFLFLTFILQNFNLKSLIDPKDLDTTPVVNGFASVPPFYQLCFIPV
Mac1 fbg enh: enhancers of CD11b/CD18 adhesion to fibrinogen, primary screen, K562 cells, luminescence. Integrin beta-2 (Homo sapiens) + Integrin alpha-M (Homo sapiens), P05107+P11215. ATPlite luminescence. activation, % at 10 µM. 93,000 compounds, 0.07% hits. AID 1499, 2009;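 active = 10 µM primary screen giving 50% or more activity, confirmed by 40% or more on retest at that dose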; also: strong numbers were not always called active
CD11b adhes inh: inhibitors of CD11b/CD18 adhesion to fibrinogen, primary screen, K562 cells, luminescence | 93,000 compounds, 0.54% hits | ATPlite luminescence; Mn2+ added to activate the integrin | inhibition, % at 10 µM | AID 1497, 2009;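 active = primary inhibition of 50% or more at 10 µM, then 40% or more on retest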; also: some results filed as inactive read as strong as hits
CYP2C19 act: human CYP2C19 activators, primary screen, biochemical, luminescence. Cytochrome P450 2C19 (Homo sapiens), P33261. recombinant CYP2C19, luciferin-H EGE luminescence; stronger effect = higher value; 0 = fully inhibited enzyme, 1 = untreated enzyme. activation factor at 5 µM. 96,000 tested, under 10 active. AID 1025, 2008;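 active = activation factor of at least 2 at 5 µM in the primary screen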;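 also: 0 = wells with 2.5 mM tranylcypromine and 1 = vehicle-only wells; values of inactives mirror those of a sister screen read the other way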
ERa coact pot: enhancers of ERα–SRC-1 coactivator binding, primary screen, biochemical, TR-FRET, ERα LBD, low estradiol; Estrogen receptor (Homo sapiens), P03372; coactivator binding (% of control), % at 25.6 µM; TR-FRET ERalpha-LBD/SRC-Cy5 coactivator binding, 2 h; 100 = basal binding, no effect; 86,000 compounds, 1.3% hits; in the data active = activity above about 200%;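 also: binding measured in presence of low estradiol as agonist stimulus; 0% = peptide alone without receptor and 100% = receptor with peptide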
The depositor's hits bear a star; · = no result given; [ ] = dose if it differs, or a comment.

structure | Lung fibro prol | HUVEC prolif 384 | H69AR growth 86K | ERa SRC1 inh | CYP2C19 inh | Mac1 fbg enh | CD11b adhes inh | CYP2C19 act | ERa coact pot
C#CCOC(=O)c1ccccc1C(=O)O | 100.7 | 101.0 | 106.5 | -3.2 | · | · | · | · | 104.1[fluorescence artefact?]
CC(C)OC(=O)C1C2C=CC3(CN(Cc4cccs4)C(=O)C13)O2 (stereo not drawn) | 93.8 | 96.4 | 102.8 | -8.2 | 25.0 | -0.9 | 0.1 | 0.8 | 119.6
CCc1cc(C=C(Cl)Cl)oc(=O)c1C | 88.8 | 96.0 | 50.5 | -28.0 | 83.1* | 0.3 | -15.7 | 0.2 | 104.1
O=C(Nc1ccc(Cl)cc1)c1cccnc1N1CCCCC1 | 87.3 | 107.4 | 58.3 | -2.1 | 79.4* | 0.6 | -37.3 | 0.2 | 102.3
Cc1ccc(N2C(=O)c3sc4nnc(C)c(=O)n4c3C2=O)cc1 | 99.7 | 91.7 | 105.3 | -9.2 | 7.7 | 5.5 | -22.7 | 0.9 | 106.2
Cc1nnc(N(C)C(=O)c2cccnc2)s1 | 100.4 | 103.2 | 97.1 | -1.1 | -13.3 | 1.4 | 5.1 | 1.1 | 95.7
Cc1cccc(C(=O)OCc2cnc(Cl)s2)c1 | · | · | · | · | 17.1 | 1.8 | -30.8 | 0.8 | ·
CCOC(=O)C1CCCN(c2nc3ccccc3nc2C(C#N)C(=O)OC(C)COC)C1 (stereo not drawn) | 92.6 | 70.9 | 82.9 | 5.2 | · | 2.5 | 12.4 | · | 116.7
CCOc1ccc(/C=C\C(C)=N\O)cc1 | 90.9 | 79.1 | 47.6 | -38.8[fluorescence artefact?] | 28.3 | · | · | 0.7 | 127.3[fluorescence artefact?]
COc1ccc(S(=O)(=O)Nc2c(C)ccc3nsnc23)cc1OC | 95.4 | 90.8 | 78.7 | -38.3[fluorescence artefact?] | 69.4* | -0.2 | -7.5 | 0.3 | 92.9
Cc1cc(C)n2nc(C(=O)Nc3ccc4c(c3)OCO4)nc2n1 | 96.8 | 79.2 | 92.6 | 59.1*[fluorescence artefact?] | 6.9 | 14.3 | -8.3 | 0.9 | 48.2[fluorescence artefact?]
Cc1ccc2occ(C(c3nnnn3C3CCCC3)N3CCN(C(=O)c4ccco4)CC3)c(=O)c2c1 (stereo not drawn) | 100.2 | 93.0 | 59.9 | -10.1 | 81.5* | -6.6 | -7.8 | 0.2 | 119.5
CCCCN(C)C(=O)c1cn(CC)c2ccc(S(=O)(=O)N(C)C)cc2c1=O | 92.5 | 95.3 | 103.6 | -4.2 | -2.1 | 0.7 | -3.1 | 1 | 110.8[fluorescence artefact?]
O=C(CCl)Nc1cccc(-c2cnc3ccccc3n2)c1 | 2.7* | 4.1* | 1.5* | -2.7 | 79.8* | -0.3 | 9.9 | 0.2 | 107.3
O=C(COC(=O)C1CC(=O)N(Cc2ccco2)C1)c1ccc(OC(=O)c2ccco2)cc1 (stereo not drawn) | 99.6 | 60.9 | 92.5 | 39.7 | · | · | · | · | 138.1
Cc1ccc(CNC(=O)/C(C#N)=C\c2ccc(N(C)C)cc2)cc1 | · | · | · | · | -3.5 | -3.6 | -2.9 | 1 | ·
O=C(c1ccc2ccccc2c1)N1CCN(c2ccc([N+](=O)[O-])c(N3CCOCC3)c2)CC1 | · | · | · | · | 46.1 | 0.6 | -2.5 | 0.5 | ·
O=C(CN(Cc1ccco1)C(=O)CNS(=O)(=O)c1ccc(F)cc1)NCc1ccc(F)cc1 | 95.5 | 85.7 | 98.3 | -0.9 | -2.7 | 0.0 | 5.7 | 1 | 99.7
CCc1cccc(CC)c1N(COC)C(=O)Cn1ccccc1=N | · | · | · | · | -13.0 | 3.5 | -14.7 | 1.1 | ·
Cn1c(=O)oc2cc(S(=O)(=O)N3CCCC(C(=O)Nc4ccccn4)C3)ccc21 (stereo not drawn) | 97.3 | 97.4 | 94.1 | 4.3[fluorescence artefact?] | 1.3 | 19.5 | 1.3 | 1 | 108.6[fluorescence artefact?]
Cc1cccc(C(=O)/C=C2/c3ccccc3CC(C)(C)N2C)c1 | · | · | · | · | 86.8* | 5.5 | 0.0 | 0.1 | ·
O=c1c2ccccc2cnn1-c1ccc(Cl)cc1 | 97.1 | 92.9 | 92.2 | -3.3 | 14.2 | -5.3 | 9.4 | 0.9 | 132.0
Cc1occc1C(=O)Nc1sc2c(c1C(N)=O)CCCCC2 | 89.7 | 95.4 | 81.6 | 20.4 | 11.2 | 1.0 | 8.0 | 0.9 | 92.8
COc1ccc(C2CC(=O)c3cnc(NC(=O)c4ccccc4)nc3C2)c(OC)c1 (stereo not drawn) | 89.1 | 57.7 | 27.0* | -1.3[fluorescence artefact?] | 46.9 | -0.5 | -2.5 | 0.5 | 99.2
COc1ccc2nc(N3C(=O)CC(Cc4ccc(Cl)cc4)C3=O)sc2c1 (stereo not drawn) | · | · | · | · | 43.0 | -0.5 | 12.1 | 0.6 | ·
COc1cc(OC)c(C2C(C(=O)Nc3ccc(C)cc3C)=C(C)Nc3ncnn32)cc1OC (stereo not drawn) | 98.9 | 90.5 | 90.2 | -6.0 | -11.1 | · | · | 1.1 | 122.1[fluorescence artefact?]
Cc1ccc(CNC(=O)Cn2c(=O)oc3ccccc32)o1 | 105.4 | 96.0 | 86.7 | -4.9 | 23.5 | -0.9 | -3.4 | 0.8 | 126.0[fluorescence artefact?]
CO/N=C/NC(=O)NOCc1ccc(Cl)cc1Cl | 95.5 | 94.8 | 87.0 | 7.3 | 51.9* | -3.1 | 12.7 | 0.5 | 92.5
Cc1ccc(N2CCN(S(=O)(=O)N3CCCCCC3)CC2)cc1Cl | · | · | · | 0.7[fluorescence artefact?] | 48.7 | -4.9 | -6.0 | 0.5 | 104.6

Three entries already listed, sorted by the value under ERa SRC1 inh, lowest first:
SMILES,ERa SRC1 inh,CYP2C19 inh,Mac1 fbg enh,CD11b adhes inh,CYP2C19 act,ERa coact pot
O=C(CCl)Nc1cccc(-c2cnc3ccccc3n2)c1,-2.7,79.8*,-0.3,9.9,0.2,107.3
O=C(Nc1ccc(Cl)cc1)c1cccnc1N1CCCCC1,-2.1,79.4*,0.6,-37.3,0.2,102.3
Cc1nnc(N(C)C(=O)c2cccnc2)s1,-1.1,-13.3,1.4,5.1,1.1,95.7

Records listed so far shown as hits in ERa SRC1 inh.
SMILES | ERa SRC1 inh | CYP2C19 inh | Mac1 fbg enh | CD11b adhes inh | CYP2C19 act | ERa coact pot
Cc1cc(C)n2nc(C(=O)Nc3ccc4c(c3)OCO4)nc2n1 | 59.1*[fluorescence artefact?] | 6.9 | 14.3 | -8.3 | 0.9 | 48.2[fluorescence artefact?]

5 entries out of the list, sorted by molar mass, ascending.
structure | Lung fibro prol | HUVEC prolif 384 | H69AR growth 86K | ERa SRC1 inh | CYP2C19 inh | Mac1 fbg enh | CD11b adhes inh | CYP2C19 act | ERa coact pot
Cc1cccc(C(=O)/C=C2/c3ccccc3CC(C)(C)N2C)c1 | · | · | · | · | 86.8* | 5.5 | 0.0 | 0.1 | ·
Cc1ccc(CNC(=O)/C(C#N)=C\c2ccc(N(C)C)cc2)cc1 | · | · | · | · | -3.5 | -3.6 | -2.9 | 1 | ·
CC(C)OC(=O)C1C2C=CC3(CN(Cc4cccs4)C(=O)C13)O2 (stereo not drawn) | 93.8 | 96.4 | 102.8 | -8.2 | 25.0 | -0.9 | 0.1 | 0.8 | 119.6
Cc1ccc(N2CCN(S(=O)(=O)N3CCCCCC3)CC2)cc1Cl | · | · | · | 0.7[fluorescence artefact?] | 48.7 | -4.9 | -6.0 | 0.5 | 104.6
Cc1ccc2occ(C(c3nnnn3C3CCCC3)N3CCN(C(=O)c4ccco4)CC3)c(=O)c2c1 (stereo not drawn) | 100.2 | 93.0 | 59.9 | -10.1 | 81.5* | -6.6 | -7.8 | 0.2 | 119.5
